# INS promoter inh = TRM-6 insulin promoter activity inhibition. inhibition, % at 2 µM. 0.9% of 130,000 active. TRM-6 cells (human fetal islet line), insulin promoter-eGFP reporter, imaging; reporter expression induced with tamoxifen;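 active means inhibition above the mean plus 3 SD, with well images judged a real hit on visual review, cut at about 60% in these data, passing the limit was not always enough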
# sdo1 growth = compounds rescuing growth of sdo1-depleted yeast, bone marrow failure model; S. cerevisiae sdo1-depleted JHY4D growth rescue, OD600 30 h; hits give high values; pdr5 snq2 efflux-pump mutant strain; 0.21% of 140,000 active; z-score at 10 µM;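 active means z-score above 3 at both the 24 hr and the 30 hr optical density reads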;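 further: z-score against mean and SD of all compound wells on the same plate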
# sdo1 growth Rescue 24 h = further read-out of sdo1 growth, marked with its call; z-score; S. cerevisiae sdo1-depleted JHY4D growth rescue, OD600; measured here: growth rescue at 24 h;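 0 is the plate mean of compound wells and units are plate SD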
# * = called active by the depositor; . = no result given; & = joins results of further samples; [ ] = remark or other dose. These rows are one share of the data; the hit share may differ from the screen's.
SMILES,INS promoter inh,sdo1 growth,sdo1 growth Rescue 24 h
Cc1nc2nc(C)c(CCC(=O)NCCCN3CCN(c4cccc(Cl)c4)CC3)c(C)n2n1,0&11,-0.42,-1.3
Cc1ccc(C)c(NC2=C(Cl)C(=O)OC2OC(C)C)c1 (stereo unspecified),7,.,.
Cc1ccc(N2CCN(S(=O)(=O)c3ccc4c(c3)n(C)c(=O)c(=O)n4C)CC2C)cc1 (stereo unspecified),17,0.09,1.2
Oc1ccc(C2=Nn3c(nnc3-c3ccco3)SC2)cc1O,-4,0.39,-0.08
CC(=O)Nc1ccc(C(=O)CSc2ncn(-c3ccccc3)n2)cc1,-4,0.43,0.32
COc1ccccc1N1CCN(/N=C/c2cc([N+](=O)[O-])ccc2Cl)CC1,-159,.,.
O=C(O)/C(=C\c1ccc(Cl)cc1)c1ccc(F)cc1,27,.,.
CC(C)c1nnc(NC(=O)c2cnccn2)s1,-105,0.61,0.65
CC(C)(C)c1nn(-c2ccccc2)c2[nH]c(=O)c(CNCc3ccc4c(c3)OCO4)cc12,9,-1.8,-0.91
COc1cccc(N2CCN(C3OC(=O)c4ccccc43)CC2)c1 (stereo unspecified),-45,0.78,0.59

# 3 of the compounds above, bar-delimited.
Structure | INS promoter inh | sdo1 growth | sdo1 growth Rescue 24 h
O=C(O)/C(=C\c1ccc(Cl)cc1)c1ccc(F)cc1 | 27 | . | .
CC(C)c1nnc(NC(=O)c2cnccn2)s1 | -105 | 0.61 | 0.65
Cc1nc2nc(C)c(CCC(=O)NCCCN3CCN(c4cccc(Cl)c4)CC3)c(C)n2n1 | 0&11 | -0.42 | -1.3

# New compounds follow:
SMILES,INS promoter inh,sdo1 growth,sdo1 growth Rescue 24 h
CCOC(=O)c1ccc2[nH]c3c(c2c1)CCCC3C(=O)OCC (stereo unspecified),58,-0.54,0.18
CCOC(=O)N1CCN(C(=O)C2CCCN(Cc3nc(-c4ccc(Cl)cc4)oc3C)C2)CC1 (stereo unspecified),.,-0.5,-0.92
N#CCN1CCC(c2cc(-c3ccco3)n[nH]2)CC1,15,.,.
O=C(CN1CCN(Cc2ccccc2)CC1)c1c[nH]c2ccccc12,47,0.41,0.88
Cc1cccc(CS(=O)(=O)Cc2ccc(C(=O)NCc3cccs3)o2)c1,29,.,.
CCCn1c(=O)[nH]c(=O)c2[nH]cnc21,23,-0.46,-0.55
O=C(O)Cc1coc2ccc3ccccc3c12,-64,.,.
Cc1cc(Cl)ccc1OCCCC(=O)NC1CCN(C)CC1,.,0.39,0.35
CCC(CC)NC(=O)c1n[nH]c(=O)c2ccccc12,.,0.84,1.1
C(#CCN1CCOCC1)COC(c1ccccc1)c1ccccc1,-188,0.52,0.51
CCc1ccc(C(=O)/C=C/NCc2ccc(F)cc2)cc1,.,0.74,0.23
O=C(COc1ccc(Cl)cc1)Nc1cc(S(=O)(=O)N2CCCCC2)ccc1N1CCCCC1,15,-0.23,0.1
c1c2c(cc3sc(N4CCCCC4)nc13)OCO2,.,2.2,-0.13
COc1ccccc1NC(=O)COc1ccc(C(=O)OCC(=O)N2CCCC2=O)cc1OC,60,0.39,1.3
C=CCn1cnc2scc(-c3ccc(CC)cc3)c2c1=O,14,-0.51,-0.68
COc1ccc(-c2nc3ccccn3c2CN2CCN(c3ccccc3F)CC2)cc1,-67,.,.
O=C(N/N=C/c1ccc2c(c1)OCO2)c1cc(-c2ccccc2Cl)nc2ccccc12,33,0.27,0.85
Clc1ccccc1/C=N/NC1=Nc2cccc3cccc1c23,-38,-0.37,0.46
CC1CCN(C(=O)C2CCC(CNS(=O)(=O)c3cccc4cccnc34)CC2)CC1 (stereo unspecified),.,9.6*,5.7*
COc1ccc(N(C)C(=O)CCS(=O)(=O)c2cccc3nonc23)cc1,25,0.31,-0.43

# Looked up one by one from the entries so far:
SMILES,INS promoter inh,sdo1 growth,sdo1 growth Rescue 24 h
CC(C)c1nnc(NC(=O)c2cnccn2)s1,-105,0.61,0.65
COc1ccccc1N1CCN(/N=C/c2cc([N+](=O)[O-])ccc2Cl)CC1,-159,.,.
COc1ccccc1NC(=O)COc1ccc(C(=O)OCC(=O)N2CCCC2=O)cc1OC,60,0.39,1.3
O=C(COc1ccc(Cl)cc1)Nc1cc(S(=O)(=O)N2CCCCC2)ccc1N1CCCCC1,15,-0.23,0.1
Cc1cccc(CS(=O)(=O)Cc2ccc(C(=O)NCc3cccs3)o2)c1,29,.,.

# Later entries
SMILES,INS promoter inh,sdo1 growth,sdo1 growth Rescue 24 h
CCOC(=O)c1c(C)[nH]c(C(=O)COC(=O)c2ccncc2)c1C,.,-0.22,-0.43
O=C(Nc1nncs1)Oc1ccccc1,-391,-0.4,-0.81
CCOC(=O)C1(CCCc2ccccc2)CCN(C2CCSCC2)CC1,24,.,.
COc1cccc(-c2ccc(C#N)c(SCC(=O)NCCc3ccc(Cl)cc3)n2)c1,.,0.04,2.2
O=S(=O)(c1cnc(Cl)c(Cl)c1)N1CCCc2ccccc21,60,-1.2,-0.95
CC(C)C(c1nnnn1Cc1ccco1)N1CCN(C2CCCC2)CC1 (stereo unspecified),.,-0.44,-1.1
CN=c1scc(C)n1/N=C/c1ccc(O)cc1,0,0.41,0.22
CCOC(=O)c1ccccc1NC(=O)CSc1cccc[n+]1[O-],-47,0.94,0.33
Cc1csc2nc3ccccc3c(=O)n12,-114,0.79,1.1
CCN1C(=O)/C(=C2/Sc3ccccc3N2CCCS(=O)(=O)O)SC1=S,.,1.5&0.28,1.5&0.65
COc1cc(/C=C2/C(=O)NN(c3ccc(Cl)cc3)C2=O)ccc1OC(=O)c1ccco1,21,-0.58,-1.2
Cc1cccc(-c2noc(CN(C(=O)c3ccc(Br)o3)C(C)C)n2)c1,-104,-1.4,-0.92
CC(=O)c1cn(CC(=O)Nc2ccc(C)cc2C)c2ccccc12,6,-0.02,-0.76
O=C(NCc1ccncc1)C12CC3CC(CC(C3)C1)C2,.,1.2,0.55
NC1=NC(=Nc2ccc(Br)cc2)c2ccccc21,25,0.85,0.7
CCOC(=O)N1CCN(C(=O)C(C)(C)Oc2ccc(Cl)cc2)CC1,.,-0.1,-0.03
COc1ccc2nc(Cl)c(C#N)cc2c1,38,.,.
Cc1csc2ncc(C(=O)NCc3ccco3)c(=O)n12,-6,-0.49,-1
CN(C)S(=O)(=O)c1ccc2oc(SCC(=O)NCC(F)(F)F)nc2c1,17,-0.58,-1.4
CCSc1nc2ccccc2n1CCC(=O)O,0,0.41,0.39

# Part of the list above in another layout.
INS promoter inh,sdo1 growth,sdo1 growth Rescue 24 h,mol
21,-0.58,-1.2,COc1cc(/C=C2/C(=O)NN(c3ccc(Cl)cc3)C2=O)ccc1OC(=O)c1ccco1
-104,-1.4,-0.92,Cc1cccc(-c2noc(CN(C(=O)c3ccc(Br)o3)C(C)C)n2)c1
17,-0.58,-1.4,CN(C)S(=O)(=O)c1ccc2oc(SCC(=O)NCC(F)(F)F)nc2c1
.,-0.1,-0.03,CCOC(=O)N1CCN(C(=O)C(C)(C)Oc2ccc(Cl)cc2)CC1
-6,-0.49,-1,Cc1csc2ncc(C(=O)NCc3ccco3)c(=O)n12
.,1.2,0.55,O=C(NCc1ccncc1)C12CC3CC(CC(C3)C1)C2

# Next entries.
SMILES,INS promoter inh,sdo1 growth,sdo1 growth Rescue 24 h
N/C(=N\OC(=O)c1ccc(Cl)cc1)c1nonc1N,25,-0.46,-0.76
CCOc1ccccc1CNn1nnnc1N,44,0.55,0.19
O=C(N/N=C1/C(=O)c2cccc3cccc1c23)c1ccc(Cl)cc1,57,-2.1,-1.7
COc1ccccc1OCC(=O)n1cc(C(=O)c2cc(Cl)cc(Cl)c2O)cn1,13,-1.4,0.45
CCOC(=O)C(NC(=O)c1ccc(OC)cc1)(OCC1(CC)COC1)C(F)(F)F (stereo unspecified),7,0.58,0.24
Cc1ccc(CNC(=O)COC(=O)c2cncc(Br)c2)cc1,0,.,.
O=C(Nc1ccccc1)N1CCCN(Cc2ccccc2F)C1,0,0.16,-0.17
CCCS(=O)(=O)N1CCN(Cc2ccc(OCc3ccccc3)c(OC)c2)CC1,50,.,.
CCCc1n[nH]c2c1/C(=N\O)CCC2,11,-0.49,-1.1
O=C(CCN1C(=O)C2CC=C(Cl)CC2C1=O)NCc1ccccc1 (stereo unspecified),-22,0.77,0.85
CCN(C(=O)COC(=O)/C=C/c1cnc2ccccc2n1)C1CCS(=O)(=O)C1 (stereo unspecified),0,.,.
O=C(Nc1nn(Cc2ccccc2F)cc1Br)c1cccs1,20,-0.95,-0.64
CN(C)S(=O)(=O)c1ccc(NC(=O)COC(=O)C2COc3ccccc3O2)cc1 (stereo unspecified),5,.,.
CCCCC(=O)Nc1cc(C)c(NC(=O)c2cccs2)cn1,42,.,.
CCn1c(SCc2ccc(C(=O)Nc3nccs3)cc2)nnc1-c1ccc(N)cc1,-34,1,1.1
Cc1ccc(NC(=O)CCC(=O)NNC(=O)c2cccc([N+](=O)[O-])c2)cc1C,21,-0.15,-0.78
O=C(COc1ccc(Cl)cc1Cl)NC(=O)N1CCCCC1,48,0.42,-0.19
CC1CCN(C(=O)C2(NC(=O)Nc3cccc(F)c3)CCCCC2)CC1,-256,0.33,0.26
CC(C)(C)NC(=O)c1sccc1C(=O)O,.,0.6[13.1 µM],0.15
O=c1nc2n(c3c4c(sc13)CCC4)CCC2,55,-1.7,-1.2
Nc1nc2c3ccccc3nc(C3CC3)n2n1,-14,0.06,-0.6
S=C(NCCN1CCOCC1)Nc1ccc(Cl)cc1,50,1.2,1.7
O=C(Nc1c(Cl)cc(Cl)cc1C(=O)NCc1cccnc1)c1ccc(Cl)cc1Cl,-50,-1.9,-1.4
Cn1ccnc1SCC(=O)N(C1CCCCC1)C1CCCCC1,.,-1.1,-0.55
Cc1ccc(C)c(S(=O)(=O)NC(CC(C)C)C(=O)O)c1 (stereo unspecified),27,0.65,1.2
Cc1ccc(CC(CC(=O)O)C(=O)NCc2ccccc2)cc1 (stereo unspecified),.,0.66,0.66
COC(=O)[C@@H](NC(=O)Nc1ccccc1F)C(C)C,.,1.4,1.4
Nc1nc(NCCCN2CCOCC2)nc(Nc2ccccc2)c1[N+](=O)[O-],-2,0.26,-0.44
CC(=O)c1ccc(N2CCN(C(=O)C3CCCN(S(=O)(=O)c4c(C)[nH]c(=O)[nH]c4=O)C3)CC2)cc1 (stereo unspecified),48,.,.
CC(=O)Nc1nc(CC(C)C)cc(-c2ccco2)c1C#N,25,0.01,-0.21
Fc1cccc2sc(Nc3nnc(-c4ccccc4)o3)nc12,.,0.78,0.52
O=C(O)c1cc2ccc3ccccc3c2[nH]1,-59,-0.3,-0.79
CCC(C)c1ccccc1OCCOCCN1CCCC1 (stereo unspecified),8,1.1,0.18
CCN(CC)S(=O)(=O)c1ccc(OC(C)C)c(NC(=O)c2c3c(nc4ccccc24)CCN(Cc2ccccc2)C3)c1,-26,-0.32,0.25
Cc1nc(C)c(C(=O)NNC(=O)c2ccc(Br)cc2)s1,.,0.38,-0.17
Nc1ccc(NS(=O)(=O)c2ccccc2)cc1,27,.,.
O=C(O)c1[nH]c2ccccc2c1C=NCc1ccccc1Cl,53,.,.
O=C(O)C1CCN(S(=O)(=O)c2cccnc2)CC1,.,0.88,0.16
Cc1ccc(S(=O)(=O)Nc2ccccc2C(=O)Nc2ccc(S(=O)(=O)Nc3nccc(C)n3)cc2)cc1,-46,1.1,0.6
CCC(C)(C)NC(=O)CC(c1ccc(OC)cc1)n1cccc1 (stereo unspecified),9,-0.95,-1.3
Cc1ccc(S(=O)(=O)N2CCC(C(=O)Nc3ccccc3N3CCCCC3)CC2)cc1,-45,-0.73,0.21
O=C(NC(=S)Nc1cccc(NC(=O)c2ccccc2)c1)c1cccc([N+](=O)[O-])c1,32,-1.3,-1.6
COc1ccc(N2CCN(c3ncnc4c3cnn4-c3ccc(C)cc3C)CC2)cc1,-391,-0.27,2.4
Cc1c(Cl)cccc1N1C(=O)CC(NNC(=O)c2cccnc2)C1=O (stereo unspecified),.,0.33,-0.35
Cc1ccc(C(NC(=O)N2CCOCC2)C(Cl)Cl)cc1F (stereo unspecified),.,0.47,0.1
CSc1ccc(S(=O)(=O)NCCSC(C)(C)C)cc1,34,0.6,0.64
O=C(NC1(C(F)(F)F)NC(=O)N(CCc2ccccc2)C1=O)C1CC1 (stereo unspecified),-148,0.39,-0.25
COc1cc(/C=N/N2C(=O)c3ccccc3NC2(C)c2cccc([N+](=O)[O-])c2)cc(Br)c1O (stereo unspecified),-12,0.42,0.16
Nc1c(NCCC2=CCCCC2)c(=O)[nH]c(=O)n1Cc1ccccc1,.,0.09,0.27
CC(C)(C)c1nc2scc(-c3cccs3)c2c(=O)o1,31,-1.4,-0.72

# Structural class, the entries above with a CF3 group.
SMILES,INS promoter inh,sdo1 growth,sdo1 growth Rescue 24 h
CN(C)S(=O)(=O)c1ccc2oc(SCC(=O)NCC(F)(F)F)nc2c1,17,-0.58,-1.4
CCOC(=O)C(NC(=O)c1ccc(OC)cc1)(OCC1(CC)COC1)C(F)(F)F (stereo unspecified),7,0.58,0.24
O=C(NC1(C(F)(F)F)NC(=O)N(CCc2ccccc2)C1=O)C1CC1 (stereo unspecified),-148,0.39,-0.25

# (listing goes on)
SMILES,INS promoter inh,sdo1 growth,sdo1 growth Rescue 24 h
O=C(NCc1ccccc1Cl)c1cnn2cccnc12,52,0.01,-0.79
O=C(Nc1ccc2c(c1)OCCO2)c1cc2sccc2n1Cc1ccccc1,-11,0.21,0.61
Cc1cc(C)nc(N/N=C/C2=C(N3CCOCC3)C(=C/c3ccccc3)/CC2)n1,-50,-1.1,0.31
CCCn1c(CNc2ccccc2O)nc2ccccc21,-327,-0.26,0.07
O=C1C2CC=CCC2C(=O)N1c1ccc(NCCc2ccc(O)cc2)c([N+](=O)[O-])c1 (stereo unspecified),-114,-1.5,0.03
CCOC(=O)c1ccc2c(c1)nc(SCC(=O)N1CCOCC1)n2CC,-47,.,.
N#Cc1cc(-c2ccccc2)c[nH]c1=O,0,-0.08,-0.32
CCC(=O)Nc1c(C(=O)N2CCCCCC2)cnn1-c1ccc(C)c(C)c1,46,0.6,-0.26
